PAX8 reporter – lowers PAX8-driven luciferase in RMG-I cells; RMG-I TPO-luciferase reporter, SteadyGlo, 24 h; 1.2% of 360,000 active; AID 652154; inhibition, % at 12.6 µM;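 active = mean replicate inhibition at least 60% with every replicate also reaching 60%; inconclusive = only one of the two criteria is met; inactive = mean below 60% and not all replicates reaching 60%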;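 note: luciferase light reporting Pax8 driven TPO promoter activity; plate controls were median of neutral control wells for no effect and mitoxantrone controls for full effect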
Statin myotox sup – suppression of simvastatin myotoxicity; C2C12 myotubes + simvastatin, ATP luminescence, 48 h; scaled: DMSO 0, geranylgeraniol control 100; rescue of ATP level, % at 7.49 µM; 0.78% of 330,000 active;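 active = mean ATP rescue above about 67%, or every replicate alone reaching that limit, limit read from the data, passing the limit was not always enough; inconclusive = no clear call, values can overlap the other calls; inactive = mean under the limit and some replicate under it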;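 note: myotubes were challenged with 10 µM simvastatin during compound exposure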
LGR2 antag – inhibitors of bursicon-induced Drosophila LGR2 receptor cAMP signaling; HEK293 LGR2, CRE-luciferase, bursicon-stimulated, 4 h; inhibition, % at 9.99 µM; 0.35% of 380,000 active; AID 720647;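 active = drop in luminescence signal, shown as inhibition above about 50% in the replicate tests, limit read from the data, passing the limit was not always enough; inconclusive = probably only some replicates passing the limit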;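 note: agonist challenge used bursicon conditioned medium at about half maximal strength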
ARNT TACC3 PPI – disrupts binding between human ARNT and TACC3; inhibition, % at 9.99 µM; 0.66% of 390,000 active; AlphaScreen His-ARNT PAS-B/GST-TACC3 binding, luminescence; TACC3 fragment carries E629A point mutation;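 active = mean inhibition of replicates at least 50% and at least half of replicates each reaching 50%; inconclusive = half or more replicates reach 50% but mean below 50%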;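 note: 0% = complete ARNT plus TACC3 wells and 100% = ARNT alone without TACC3; many hits fall short of the cut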
INS-1E GSIS act – primary screen for activators of insulin secretion dependent on glucose, INS-1E cells, GLuc reporter luminescence. INS-1E GLuc reporter insulin secretion, 2-3 h. activation, % at 16.6 µM. 0.61% of 370,000 active. AID 743287;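 active = lowest replicate activation of at least 40%, so every replicate reaches that level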;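 note: 0% = median of neutral control wells and 100% = median of IBMX positive control wells; some compounds called inactive have numbers as strong as hits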
Cneo AK release – causes C. neoformans cell lysis; adenylate kinase release luminescence, 4 h; normalised: neutral wells 0, clomiphene wells 100; lysis activity, % at 15 µM; 0.2% of 360,000 active;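 active = mean lysis activity across replicates of at least 80%, whatever share of replicates individually reach that level; inactive = mean lysis activity below 80%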
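Signal: Adenylate kinase release luminescence | Assay system: Log-phase Cryptococcus neoformans yeast cells | Input: Cells at 5 × 10^6 per mL | Buffer or medium: Fresh YPD growth medium | Compound: Single dose | Schedule: Static 4 h at 37 °C with compound, 1 h detection | Controls: Clomiphene | Read-out: Luminescence rise reflecting yeast cell lysis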
PGC1a acetyl inh – lowers PGC1a acetylation signal in U2OS cells. AlphaScreen anti-acetyl-lysine; with virally co-expressed GCN5 acetyltransferase. 0.17% of 350,000 active. inhibition, % at 15.6 µM. AID 651687;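 active = every replicate shows inhibition of at least 40%; inconclusive = mean inhibition at least 40% but some replicate below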;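 note: 0% = neutral control wells and 100% = positive control wells; some results beyond the cut were filed as inactive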
PglD inh – blocks C. jejuni PglD acetyltransferase activity; inhibition, % at 12.5 µM; AID 602405; purified PglD enzyme, DTNB colorimetric CoA detection; 0.098% of 360,000 active; in the data active = inhibition above about 16%, passing the limit was not always enough; inconclusive = no clear call, values can overlap the other calls; note: strong numbers were not always called active
Numbers without * were called inactive; ? = inconclusive; · = not tested or not shown; & = joins results of further samples. Outcome played no part in choosing rows; overall some 2.9% were active at least once.

item	Compound	PAX8 reporter	Statin myotox sup	LGR2 antag	ARNT TACC3 PPI	INS-1E GSIS act	Cneo AK release	PGC1a acetyl inh	PglD inh
1	O=C(C[C@@H]1CC[C@H]2[C@@H](COC[C@@H](O)CN2Cc2cc(F)cc(F)c2)O1)NC1CCCC1	6	-2	26	-2	0	-2	0	-4
2	CCOC(=O)C1C(=O)CC(C)(O)C(C(=O)OCC)C1c1ccc(Br)cc1 (stereo not given)	·	·	·	-1	·	1	34	-5
3	Cc1ccccc1S(=O)(=O)NCC[C@@H]1CC[C@H](NC(=O)C2CCCCC2)[C@@H](CO)O1	1	2	26	-9	-13	-3	1	-3
4	O=C(/C=C/c1c(Cl)nc2ccccn12)Nc1ccc(F)cc1	111*	·	·	0	1	·	-1	·
5	CCCC#Cc1cnc2c(c1)C(=O)N([C@H](C)CO)C[C@@H](C)[C@@H](CN(C)C(=O)c1cccnc1)O2	·	14	-4	-9	-3	-3	0	2
6	CCOc1c(Cl)cc(CNc2ccc(N3CCCC3)cc2)cc1OC	26	2	-6	35	-3	2	8	5
7	CCC(=O)N1CCC(C(N)=O)(N2CCCCC2)CC1	-12	·	-28	-9	2	·	6	·
8	O=C(Nc1nc(-c2ccccc2)cs1)C1CCCO1 (stereo not given)	·	-9	6	-1	7	-6	-11	5
9	C[C@@H]1CN([C@@H](C)CO)C(=O)c2cc(C#Cc3cccc(F)c3)cnc2O[C@@H]1CN(C)C(=O)C1CCCCC1	·	-10	-13	0	-7	12	-2	3
10	CCN(CC(=O)NC1CCS(=O)(=O)C1)Cc1nc2c(Br)cc(Br)cc2c(=O)[nH]1 (stereo not given)	-18	·	-1	2	-3	·	11	·
11	OCc1cn(-c2ccccc2)nn1	24	·	?	0	-3	·	-11	·
12	CCN(C(=O)COC(=O)c1cc(-c2ccccc2)nc2c1c(C)nn2-c1ccc(C)cc1)C1CCS(=O)(=O)C1 (stereo not given)	22	·	-5	-2	-2	·	·	·
13	Cc1ccnc2nc(C(=O)Nc3nnc(-c4ccc(Cl)cc4)o3)nn12	11	1	5	-1	16	-5	-1	-4
14	Cc1ccc2cc(C#N)c(N3CCCN(S(=O)(=O)c4ccccc4)CC3)nc2c1C	·	·	5	2	2	0	-15	-6
15	COCCNC(=S)Nc1cc(OC)c(NC(=O)c2ccco2)cc1OC	-2	-5	-2	2	20	20	6	2
16	Cc1c(NC(=O)CSc2ncnc3ccccc23)c(=O)n(-c2ccccc2)n1C	22	10	·	-3	-6	-1	10	6
17	Cc1oc(-c2ccc(C(F)(F)F)cc2)nc1CN(Cc1ccccn1)C[C@@H]1CCC(=O)N1	26	·	8	6	4	·	·	·
18	CCOc1ccc(OCCCC(=O)N2CCN(S(=O)(=O)c3ccccc3C#N)CC2)cc1	16	-3	-1	5	-28	0	-6	3
19	COc1ccccc1C#Cc1ccc([C@H]2[C@@H](C#N)N(C(=O)C3CCCCC3)[C@@H]2CO)cc1	34	·	18	·	12	·	-35	·
20	Cn1cccc1C(=S)N1CCOCC1	·	-2	·	-6	·	2	-4	4
21	OC(CCCN1CCCCC1)(c1ccccc1)c1ccccc1	-2	-3	-9	-3	2	2	0	2
22	C[C@@H]1CCCCO[C@@H](CN(C)C(=O)Nc2ccc(F)cc2)[C@H](C)CN([C@H](C)CO)C(=O)c2cc(NC(=O)Nc3ccccc3)ccc2O1	14	18	0	-3	-25	1	-19	-1
23	COc1ccc(S(=O)(=O)Nc2ccc3c(c2)C(=O)N([C@@H](C)CO)C[C@@H](C)[C@@H](CN(C)C(=O)c2ccncc2)OCCCC[C@@H](C)O3)cc1	-12	·	-19	-10	-11	-3	-5	-3
24	C[C@H](CO)N1C[C@H](C)[C@@H](CN(C)S(=O)(=O)c2ccc([N+](=O)[O-])cc2)OCc2ccccc2-c2ccccc2C1=O	0	·	8	·	1	·	-11	·
25	CCOC(=O)C1C(=O)NC(c2ccccc2)=NC1c1ccc(C(C)C)cc1 (stereo not given)	·	-16	1	-1	-22	-6	4	7
26	Cc1oc(-c2cccs2)nc1CN1CC[C@@](O)(c2ccccc2)[C@H]2CCCC[C@@H]21	36	-23	11	·	-22	-8	-5	-7
27	Cc1ccc(S(=O)(=O)N2C[C@H]3C(=O)C[C@@H](c4ccc(Cl)cc4)N(S(=O)(=O)c4ccc(C)cc4)[C@H]3C[C@H]2c2ccc(Cl)cc2)cc1	7	-14	-2	·	·	33	-2	2
28	CC(C)(C)S(=O)(=O)/C(C#N)=N/Nc1ccc(Cl)cc1	26	·	25	-2	-24	·	7	·
29	CN1C(=S)SC(C)(C)C1(C)NO (stereo not given)	8	·	·	1	·	2	-19	-3
30	O=C(CNc1ccccc1OC(F)F)N1CCc2ccccc21	-188	·	-59	-7	3	·	·	·
31	CCOC(=O)Nc1ccc2c(c1)N(C(=O)CN(C)C)c1ccccc1S2	0	2	-10	·	-11	2	-2	·
32	COCCNC(=O)C1CCCN(C(=O)c2cc(C)n(C(C)(C)C)n2)CC1 (stereo not given)	7	-7	8	·	·	5	3	0
33	O=C(Nc1cc(F)ccc1F)N1[C@@H]2CNC[C@H]1C2c1ccc(-c2ccncc2)cc1 (stereo not given in full)	-8&-1	·	-28&28	·	4&-7	·	3&1	·
34	CCOC(=O)C1=C(CSc2nnnn2C)N(C)C(=O)NC1c1ccccc1 (stereo not given)	·	·	·	-3	·	-1	-10	2
35	C[C@@H]1CN([C@H](C)CO)C(=O)c2cccc(NC(=O)NC3CCCCC3)c2O[C@@H]1CN(C)C(=O)NC1CCCCC1	·	-26	4	-9	-10	-1	4	22
36	CCOC(=O)Cc1n[nH]c(=O)c2ccccc12	-18	-1	2	-2	5	1	·	-4
37	COc1ccc(S(=O)(=O)NC(C)C(=O)NCc2ccccn2)cc1OC (stereo not given)	4	2	9	15	-1	2	·	4
38	COc1ccc(NC(=O)c2cc(C3CCCCN3C(=O)CCc3ccccc3)on2)c(C)c1 (stereo not given)	-5	-3	7	·	-8	0	-8	-3
39	NNC(=O)c1csc(Cc2c(Cl)sc3ccc(Cl)cc23)n1	24	0	9	5	4	1	38	-1
40	O=C(NC1CCCc2ccccc21)C1CCN(C(=O)c2sccc2-n2cccc2)CC1 (stereo not given)	15	-9	-9	·	·	2	·	4
41	CC(=O)NC(=S)Nc1ccccc1C(=O)NC1CCCCC1	-7	·	-12	-6	6	·	·	·
42	CCc1nc(C)cn1S(=O)(=O)c1cc(C)c(OC)cc1C	5	8	8	-14	11	-2	-3	·
43	CCOC(=O)CN1C(=O)C(Sc2n[nH]c(-c3ccc(C)cc3)n2)CCc2ccccc21 (stereo not given)	·	2	18	6	-52	1	-59	1
44	Cc1cccc(N2CCN(C(=O)c3ccc4[nH]c(C)c(C)c4c3)CC2)c1C	29	-10	-10	-7	-5	2	-2	-1
45	Cc1ccc(NC2c3ncccc3C(=O)N2C2CCCCC2)cc1C (stereo not given)	·	-11	·	-4	·	4	-2	-3
46	C[C@@H]1CCCCO[C@H](CN(C)Cc2ccc(C(=O)O)cc2)[C@@H](C)CN([C@H](C)CO)C(=O)c2cc(NC(=O)C3CCCCC3)ccc2O1	5	·	27	23	22	0	6	3
47	O=C(C[C@@H]1C=C[C@H](NC(=O)c2ccc3c(c2)OCO3)[C@H](CO)O1)NC1Cc2ccccc2C1	-10	3	6	-7	2	15	-7	-1
48	COc1ccc(OCCc2nnc(N)s2)cc1	-9	9	·	-3	·	0	?	0
49	CCc1c(C)sc(NC(=O)OC)c1C(=O)N1CCCCC1	·	·	·	-1	·	4	3	-1
50	O=C(NCCN1CCOCC1)c1ccc(/C=C2\Sc3ccccc3N(Cc3ccc(F)cc3)C2=O)cc1	-6	5	-10	-3	-22	3	-5	3
51	CC(C)CN(CCNC(=O)CC1Oc2ccccc2NC1=O)CC(C)C (stereo not given)	11	6	-21	-2	2	-2	-2	1
52	O=C(COC(=O)CNC(=O)C1CCCCC1)Nc1ccccc1OC(F)F	0	7	2	-25	-4	1	0	5
53	CC(OC(=O)CCCCCN=C1NS(=O)(=O)c2ccccc21)C(=O)Nc1cc(Cl)cc(Cl)c1 (stereo not given)	-4	·	-4	-4	-17	·	·	·
54	C[C@H](CO)N1C[C@H](C)[C@@H](CN(C)C(=O)Nc2cccc3ccccc23)Oc2ccc(NS(=O)(=O)c3cn(C)cn3)cc2C1=O	·	21	-1	-12	8	0	-5	0
55	O=C(COC(=O)C1=COCCO1)Nc1cc(S(=O)(=O)N2CCCCC2)ccc1Cl	27	5	3	5	6	-2	5	·
56	COc1ccc(-n2nc(C(=O)NCC(=O)N3CCN(Cc4ccc5c(c4)OCO5)CC3)c3ccccc3c2=O)cc1OC	4	·	17	-6	-10	·	7	·
57	O=C(COC(=O)c1ccc(Cl)nc1)NC(=O)c1ccc(OC(F)F)cc1	-6	-3	-5	0	10	2	2	-10
58	Cc1ccc2cccc(OCC(=O)NCCC3=CCCCC3)c2n1	·	4	·	11	·	-2	4	-2
59	C[C@@H]1CCCCO[C@H](CN(C)C(=O)Cc2ccccc2)[C@@H](C)CN([C@@H](C)CO)C(=O)c2cc(NC(=O)CCC(F)(F)F)ccc2O1	-1	19	-2	0	-32	-3	2	-1
60	CCOC(=O)Cc1nnc(NC(=O)C(CC)Sc2nc(C)cc(C)n2)s1 (stereo not given)	7	2	20	-19	3	-2	-3	7
61	Cc1cc(Cl)cc(Br)c1OCCCNCC(C)O (stereo not given)	10	·	-2	0	1	-5	8	4

Nine entries already listed, sorted by formula weight, largest number first:
item	Compound	PAX8 reporter	Statin myotox sup	LGR2 antag	ARNT TACC3 PPI	INS-1E GSIS act	Cneo AK release	PGC1a acetyl inh	PglD inh
54	C[C@H](CO)N1C[C@H](C)[C@@H](CN(C)C(=O)Nc2cccc3ccccc23)Oc2ccc(NS(=O)(=O)c3cn(C)cn3)cc2C1=O	·	21	-1	-12	8	0	-5	0
50	O=C(NCCN1CCOCC1)c1ccc(/C=C2\Sc3ccccc3N(Cc3ccc(F)cc3)C2=O)cc1	-6	5	-10	-3	-22	3	-5	3
55	O=C(COC(=O)C1=COCCO1)Nc1cc(S(=O)(=O)N2CCCCC2)ccc1Cl	27	5	3	5	6	-2	5	·
57	O=C(COC(=O)c1ccc(Cl)nc1)NC(=O)c1ccc(OC(F)F)cc1	-6	-3	-5	0	10	2	2	-10
52	O=C(COC(=O)CNC(=O)C1CCCCC1)Nc1ccccc1OC(F)F	0	7	2	-25	-4	1	0	5
44	Cc1cccc(N2CCN(C(=O)c3ccc4[nH]c(C)c(C)c4c3)CC2)c1C	29	-10	-10	-7	-5	2	-2	-1
45	Cc1ccc(NC2c3ncccc3C(=O)N2C2CCCCC2)cc1C (stereo not given)	·	-11	·	-4	·	4	-2	-3
58	Cc1ccc2cccc(OCC(=O)NCCC3=CCCCC3)c2n1	·	4	·	11	·	-2	4	-2
49	CCc1c(C)sc(NC(=O)OC)c1C(=O)N1CCCCC1	·	·	·	-1	·	4	3	-1

Screening data (PubChem)
